# Screening results deposited in PubChem BioAssay by Johns Hopkins Ion Channel Center.
# TMEM16A act = activators or potentiators of mouse TMEM16A chloride channel; Q8BHY3; HEK293 TMEM16A/YFP-H148Q/I152L, iodide quench fluorescence; stronger effect = lower value; B-score at 10 µM; 340,000 compounds, 0.3% hits; AID 623877;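 active = fluorescence-ratio B-score plate-corrected deviation score at least 3 library SD below zero, with starting fluorescence score within 5 deviations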;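 also: channel opened by trigger with iodide after compound preincubation; score built on the fluorescence ratio of max minus min over baseline; more negative score means more quench and so TMEM16A activation or potentiation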
# Target sequence (Q8BHY3 whole entry, looked up): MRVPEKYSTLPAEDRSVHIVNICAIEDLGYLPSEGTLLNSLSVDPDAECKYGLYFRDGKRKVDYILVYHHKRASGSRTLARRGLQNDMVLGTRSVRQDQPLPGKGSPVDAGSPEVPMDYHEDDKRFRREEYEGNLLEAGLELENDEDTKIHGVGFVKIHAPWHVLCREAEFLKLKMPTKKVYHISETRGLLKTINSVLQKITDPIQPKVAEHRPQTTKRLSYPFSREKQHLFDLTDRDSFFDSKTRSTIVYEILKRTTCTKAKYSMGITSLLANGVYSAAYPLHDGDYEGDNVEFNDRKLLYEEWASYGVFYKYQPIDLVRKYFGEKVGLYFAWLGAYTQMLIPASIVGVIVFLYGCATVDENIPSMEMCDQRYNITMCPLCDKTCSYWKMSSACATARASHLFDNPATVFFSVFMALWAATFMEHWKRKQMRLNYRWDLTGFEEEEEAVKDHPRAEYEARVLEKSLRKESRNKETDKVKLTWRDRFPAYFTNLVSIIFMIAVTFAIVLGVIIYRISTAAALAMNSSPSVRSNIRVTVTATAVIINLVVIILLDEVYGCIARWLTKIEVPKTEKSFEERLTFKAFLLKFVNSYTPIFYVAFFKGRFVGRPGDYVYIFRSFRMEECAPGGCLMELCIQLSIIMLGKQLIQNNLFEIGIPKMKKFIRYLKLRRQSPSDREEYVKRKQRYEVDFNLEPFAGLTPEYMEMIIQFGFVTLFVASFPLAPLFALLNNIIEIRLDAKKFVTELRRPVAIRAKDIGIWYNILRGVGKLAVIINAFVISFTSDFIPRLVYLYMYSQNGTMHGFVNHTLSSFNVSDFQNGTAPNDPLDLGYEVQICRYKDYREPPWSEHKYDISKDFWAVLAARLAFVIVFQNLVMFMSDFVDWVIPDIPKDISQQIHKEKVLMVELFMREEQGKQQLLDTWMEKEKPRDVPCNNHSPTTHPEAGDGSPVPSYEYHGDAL
# Numbers without * were called inactive; i = inactive. The list is partial, so the mix of outcomes need not match the whole.
TMEM16A act	Structure
i	O=C(COc1ccc(Cl)cc1Cl)NC(=O)NC1CCCC1
i	O=c1[nH]c(=O)n(C(c2ccccc2)(c2ccccc2)c2ccccc2)cc1N(CCO)CCO
i	COC(=O)C1=C(C(=O)OC)[C@]2([C@H]3CCCCN[C@@H](Cc4ccccc4)C(=O)N3Cc3ccccc3)C=C[C@H]1O2
i	O=C(OCc1ccccc1)N1C=CC2CC1c1c(Cl)cccc12 (centres undefined)
i	CC(C)N(C(=O)CSc1nnc(NC2CC2)s1)c1ccccc1
i	CCC(C)Sc1ccc(-c2nc3ccc(Cl)cn3c2NCc2ccccc2)cc1 (centres undefined)
i	Cc1cc(NC(=O)CSCC(=O)Nc2nc3ccc(F)cc3s2)no1
i	CCN(CC)c1ccc(NC(=O)COC(=O)Cc2ccsc2)cc1
i	Cc1ccc2cc(N)ccc2n1
i	CC1(NCc2ccc(Cl)cc2)COP(=O)(NCc2ccccc2)OC1 (centres undefined)
i	COc1cc(/C=C2\SC(=Nc3c(C)n(C)n(-c4ccccc4)c3=O)NC2=O)ccc1O
i	CC(O)(c1ccc(Cl)cc1)C(c1ccccc1)c1ccccn1 (centres undefined)
i	CC(C)C(NS(=O)(=O)c1ccccc1)C(=O)OCC(=O)NNC(=O)c1ccccc1 (centres undefined)
i	O=C(COc1ccc(-n2cnnn2)cc1)Nc1ccc(F)c(Cl)c1
i	O=C(O)C1C2CC(C(Br)C2Br)C1C(=O)O (centres undefined)
i	C=CCn1cnnc1SCC(=O)N(C1CCCCC1)C1CCS(=O)(=O)C1 (centres undefined)
i	Cc1ccc(S(=O)(=O)N2CCOCC2)cc1NC(=O)COC(=O)CCC(=O)c1ccc(F)cc1
i	CC1CCN(C(=O)COC(=O)CCC(=O)c2ccc(Cl)cc2)CC1
i	O=C(C1CCN(S(=O)(=O)N2CCOCC2)CC1)N1CCN(Cc2ccc3c(c2)OCO3)CC1
i	Cc1ccc(Nc2cc(Cl)nc(N)n2)c([N+](=O)[O-])c1
i	CCOC(=O)c1ccc(S(=O)(=O)N2CCN(Cc3cc4c(cc3O)OCO4)CC2)cc1
i	O=C(O)c1cc(S(=O)(=O)Nc2ccc3cn[nH]c3c2)ccc1Cl
i	CNc1ccccc1
i	O=C(Cc1ccc2c(c1)OCCO2)Nc1cc(C(F)(F)F)ccc1N1CCOCC1
i	CCOc1cc2[nH]c(=O)n(CC3CCC(C(=O)NCCC(C)C)CC3)c(=O)c2cc1OCC (centres undefined)
i	O=C(O[C@H]1[C@H](Cc2ccccc2)NS(=O)(=O)[C@H]2C[C@@H]3C=C[C@]12O3)c1ccc([N+](=O)[O-])cc1
i	Cc1cc(C(=O)N2CCN(S(=O)(=O)c3ccc(C)c(C)c3)CC2)no1
i	COc1ccc(CNC(=O)CCNC(=O)c2ccc(C(C)(C)C)cc2)cc1OC
i	Cc1ccccc1Nc1nc(N)nc(COC(=O)[C@@H](NC(=O)c2ccco2)C(C)C)n1
i	CC(C)(C)C(=O)/C=C1\SCC(=O)N1CC(=O)N1CCN(c2ccccc2)CC1

# Sorted by formula weight (largest number first): 5 of the compounds above.
TMEM16A act	Structure
i	O=C(C1CCN(S(=O)(=O)N2CCOCC2)CC1)N1CCN(Cc2ccc3c(c2)OCO3)CC1
i	Cc1ccccc1Nc1nc(N)nc(COC(=O)[C@@H](NC(=O)c2ccco2)C(C)C)n1
i	O=C(Cc1ccc2c(c1)OCCO2)Nc1cc(C(F)(F)F)ccc1N1CCOCC1
i	CC1CCN(C(=O)COC(=O)CCC(=O)c2ccc(Cl)cc2)CC1
i	Cc1ccc(Nc2cc(Cl)nc(N)n2)c([N+](=O)[O-])c1

# 5 records picked at random from those above:
TMEM16A act	Structure
i	C=CCn1cnnc1SCC(=O)N(C1CCCCC1)C1CCS(=O)(=O)C1 (centres undefined)
i	CC(C)(C)C(=O)/C=C1\SCC(=O)N1CC(=O)N1CCN(c2ccccc2)CC1
i	CCOC(=O)c1ccc(S(=O)(=O)N2CCN(Cc3cc4c(cc3O)OCO4)CC2)cc1
i	CC1CCN(C(=O)COC(=O)CCC(=O)c2ccc(Cl)cc2)CC1
i	O=C(C1CCN(S(=O)(=O)N2CCOCC2)CC1)N1CCN(Cc2ccc3c(c2)OCO3)CC1

# Additional compounds
TMEM16A act	Structure
i	CCOc1ncccc1C(=O)Nc1ccc(C)c(S(=O)(=O)N2CCCCCC2)c1
i	COc1ccc(Cl)cc1NS(=O)(=O)c1cccc(C(=O)NC2CC2)c1
i	COc1ccccc1N1CCN(C(=O)C2CCN(S(=O)(=O)c3ccccc3F)CC2)CC1
i	CN(Cc1cnc2nc(N)nc(N)c2n1)c1ccc(C(=O)NC(CCC(=O)O)C(=O)O)cc1 (centres undefined)
i	COc1ccc2nc(-c3ccccc3)cc(C(=O)OCC(=O)N3CC(C)OC(C)C3)c2c1 (centres undefined)
i	CC1CCCN(C(=O)COC(=O)c2cc(Br)ccc2O)C1 (centres undefined)
i	Nc1nnc(SCC(=O)Nc2cccc(S(=O)(=O)N3CCCCC3)c2)s1
i	Cn1nnnc1Sc1ncnc2scc(-c3cccc(Br)c3)c12
i	CC1CCCCC12NC(=O)N(CC(=O)NCc1ccccc1)C2=O (centres undefined)
i	C#CCOCCOCCOCCNc1nc(N2CCN(C(=O)Cn3cc(CCO)nn3)CC2)nc(N2CCN(C(=O)Cn3cc(CC(C)O)nn3)CC2)n1 (centres undefined)
i	Cc1ccc(S(=O)(=O)N2CCC[C@H]2C(=O)OCCN2C(=O)c3ccccc3C2=O)cc1
i	Cc1c(NC(=O)CCc2ccc(S(=O)(=O)N3CCOCC3)cc2)c(=O)n(-c2ccccc2)n1C
i	CCCCN(C(=O)c1ccc2c(c1)OCO2)c1c(N)n(CC(C)C)c(=O)[nH]c1=O
i	O=C(Nc1nc2cc3c(cc2s1)OCCO3)C1CCCCC1
i	Cc1ccc(C(=O)COC(=O)CCS(=O)(=O)c2ccccc2)cc1[N+](=O)[O-]

# Filtered by structure: those above with fluorine (5)
TMEM16A act	Structure
i	Cc1cc(NC(=O)CSCC(=O)Nc2nc3ccc(F)cc3s2)no1
i	O=C(COc1ccc(-n2cnnn2)cc1)Nc1ccc(F)c(Cl)c1
i	Cc1ccc(S(=O)(=O)N2CCOCC2)cc1NC(=O)COC(=O)CCC(=O)c1ccc(F)cc1
i	O=C(Cc1ccc2c(c1)OCCO2)Nc1cc(C(F)(F)F)ccc1N1CCOCC1
i	COc1ccccc1N1CCN(C(=O)C2CCN(S(=O)(=O)c3ccccc3F)CC2)CC1

# (list continues)
TMEM16A act	Structure
i	Fc1cccc(CCN2CCNC[C@@H]2CC2CCCCC2)c1
i	COC(=O)[C@H](Cc1ccccc1)NS(=O)(=O)N[C@@H](Cc1ccccc1)C(=O)OC
i	CCN(c1ccccc1)S(=O)(=O)c1ccc(C(=O)NCc2ccco2)cc1
i	CC1=NN(C(=O)c2ccncc2)C(=O)C1N=Nc1ccc2ccccc2c1 (centres undefined)
i	CCC(CO)Oc1cc(NC(=O)c2ccc(C)cc2)c2ncn(C(C)C)c2c1 (centres undefined)
i	COc1ccc(NC(=O)CNc2cccc(S(=O)(=O)N3CCCCCC3)c2)c([N+](=O)[O-])c1
i	Nc1nc(Cl)c2ncn(C3OC(CO)C(O)C3O)c2n1 (centres undefined)
i	CCN1CCN(c2ncc(C(=O)N3CCN(c4ccccc4OC)CC3)c3ccccc23)CC1
i	Cc1ccc(NC(=O)COC(=O)CN2CCCCCC2=O)c(C)c1
i	COc1ccc(NC(=O)CN2C(=O)NC(CC(C)C)C2=O)cc1S(=O)(=O)N1CCOCC1 (centres undefined)
i	CN(N=O)c1ccc(C=C2C=Cc3ccccc32)cc1
i	CCCCn1c(N)c(N(CCOC)C(=O)CN(C)CC(=O)Nc2ccc(Cl)c(Cl)c2)c(=O)[nH]c1=O
i	COc1ccc(-c2nnc(SCC(=O)N3CCCC3=O)n2N)cc1OC
i	Cc1cc(NS(=O)(=O)c2ccc(NC(NC(=O)C(C(F)(F)F)C(F)(F)F)(C(F)(F)F)C(F)(F)F)cc2)no1
i	CC(NC(=O)Cc1ccc(S(=O)(=O)N2CCOCC2)s1)c1ccc(Br)cc1 (centres undefined)
i	CCC(CO)Oc1cc(NCc2ccccc2)c2ncn(C3CCCC3)c2c1 (centres undefined)
i	CCC(CC)n1c(C)cc(=O)n1C(CC)CC
i	CON(C)C(=O)/C=C/CCCCNC(=O)OC(C)(C)C
i	COC(=O)[C@]1(C)CCC[C@@]2(C)C3CC[C@]4(OC(C)=O)C[C@@]3(CCC21)CC4=O (some centres undefined)
i	Cc1ccc(S(=O)(=O)N2CCCC2)cc1C(=O)NCC(C)(C)N1CCOCC1
i	Cc1ccc(NC(=O)COC(=O)Cc2c[nH]c3ccccc23)cc1C
i	CC1CC(=O)Nc2ccccc2N1C(=O)CSc1nnnn1C (centres undefined)
i	O=S(=O)(c1ccc(=S)[nH]c1)N1CCN(Cc2ccccc2)CC1
i	COc1ccc(-c2sc3cc4c(cc3c2C#Cc2ccc(N)cc2)OCO4)cc1
i	O=C(COC(=O)c1ccccc1Cl)NC1CCCCCC1
i	Nc1ccc2cccc(O)c2c1
i	Cc1ccc(S(=O)(=O)N2CCN(C(=O)COC(=O)C3CC3C)CC2)c(C)c1 (centres undefined)
i	COc1ccc(C(CNC(=O)COc2cccc(C(F)(F)F)c2)N2CCCC2)cc1 (centres undefined)
i	CCN(c1ccccc1)S(=O)(=O)c1ccc(Cl)c(C(=O)NCc2ccco2)c1
-17*	CC1(C)CC[C@]2(C(=O)O)CC[C@]3(C)C(=CC[C@@H]4[C@@]5(C)CC[C@H](O[C@@H]6O[C@H](C(=O)O)[C@@H](O)[C@H](O[C@@H]7OC[C@H](O)[C@H](O)[C@H]7O)[C@H]6O)C(C)(C)[C@@H]5CC[C@]43C)[C@@H]2C1
i	N#Cc1cccc(NCC(=O)Nc2cccc(S(=O)(=O)N3CCCCC3)c2)c1
i	COC(=O)c1ccc(NCc2cc(O)ccc2O)cc1O
i	CCc1cccc(NC(=O)C2CCN(c3ncnc4sc(C)c(C)c34)CC2)c1
i	COc1cc(C2c3cc4c(cc3OC(NNC(N)=S)C2C)OCO4)cc(OC)c1OC (centres undefined)
i	CC(C)CC(=O)N[C@H](C(=O)N[C@H](C(=O)N[C@@H](CC(C)C)[C@@H](O)CC(=O)N[C@@H](C)C(=O)N[C@@H](CC(C)C)[C@@H](O)CC(=O)O)C(C)C)C(C)C
i	COc1ccc(C(=O)NCc2ccccc2CN2CCCC2)cc1S(=O)(=O)Nc1ccc(C)cc1
i	COC(=O)Cc1nc2c(N)nc(N)nc2[nH]c1=O
i	COc1cccc(-c2sc3ccc(OC)cc3c2-c2ccc(O)cc2)c1
i	O=C(CN1C(=O)NC(CCc2ccccc2)C1=O)Nc1cccc(Br)c1 (centres undefined)
i	CC(=O)NC(c1ccc(Cl)cc1)c1ccc2cccnc2c1O (centres undefined)
i	CC1CC(C)CN(C(=O)COC(=O)c2ccc3c(c2)OCCO3)C1 (centres undefined)
i	CCCCOc1ccc(N2C(=O)C(C)CNC2=S)cc1 (centres undefined)
i	O=C1C2C3C=CC(O3)C2C(=O)N1N=C1CCCCC1 (centres undefined)
i	NC(=O)c1ccsc1NC(=O)COC(=O)/C=C/c1ccccc1[N+](=O)[O-]
i	COc1ccc(CNC(=O)COC(=O)c2sccc2C)cc1OC
i	CC(Sc1nnc(Nc2ccccc2F)s1)C(=O)NC1CC1 (centres undefined)
i	CC(NCC(=O)Nc1cc(S(=O)(=O)N2CCOCC2)ccc1N1CCOCC1)c1ccco1 (centres undefined)
i	CC1(c2ccc3ccccc3c2)NC(=O)N(CC(=O)Nc2ncccc2O)C1=O (centres undefined)
i	Nc1ncnc2c1ncn2[C@@H]1O[C@H](CNCc2cccn2-c2nccs2)[C@@H](O)[C@H]1O
i	COC1=C(Nc2ccc(OC)cc2)C(=O)C(OC)=C(Nc2ccc(OC)cc2)C1=O
i	Cc1ccsc1C(=O)OCC(=O)c1cc(C)n(C)c1C
i	C#CC(=O)CCC1CCCN1C(=O)OC(C)(C)C (centres undefined)
i	CCn1nc(C(=O)NNC(=O)C2CSC3(C)CCC(=O)N23)c2ccccc2c1=O (centres undefined)
i	Cc1nc(NC(=O)COC(=O)C2CC3CCCC(C2)C3=O)c(Cl)cc1Cl (centres undefined)
i	CC(C)(C)NC(=O)C[C@H]1C[C@H](C(=O)N2CCOCC2)[C@@]2(CCC3CCCC3)c3[nH]c4cc(-c5ccco5)ccc4c3CCN2C1=O
i	COc1ccc(NCC(=O)Nc2cccc(S(=O)(=O)N3CCCC3)c2)cc1Cl
i	O=C(/C=C/c1ccccc1[N+](=O)[O-])Nc1cc(S(=O)(=O)N2CCOCC2)ccc1N1CCOCC1
i	COc1cc(/C=C2\SC(=O)N(c3ccc(Cl)cc3)C2=O)cc([N+](=O)[O-])c1O
i	C=C[C@@H]1c2cc(C)ccc2N(S(=O)(=O)c2ccc(C)cc2)[C@H](c2ccccc2)C1(C#N)S(=O)(=O)c1ccccc1 (some centres undefined)
i	COc1cc(-c2noc(C)c2C(=O)NCCCn2ccnc2)cc(OC)c1OC

# Continued.
TMEM16A act	Structure
i	O=[N+]([O-])c1cc(S(=O)(=O)N2CCCCCC2)ccc1Cl
i	COCc1cc(C)nc2sc3c(=O)n(Cc4ccco4)nnc3c12
i	C#CCOCCOCCOCCNc1nc(N2CCN(C(=O)[C@H](CCC(=O)O)n3cc([C@@H](N)CCCCN)nn3)CC2)nc(N2CCN(C(=O)[C@H](CCCCN)n3cc([C@@H](N)CC(N)=O)nn3)CC2)n1
i	COc1ccc2ncccc2c1Cc1c(OC)ccc2ncccc12
i	COc1ccccc1CCNC(=O)c1cccc(NC(=O)CC2SC(N3CCCCC3)=NC2=O)c1 (centres undefined)
i	Cc1ccc(S(=O)(=O)N2CCN(C(=O)c3ccc(N4CCC(C)CC4)c([N+](=O)[O-])c3)CC2)cc1
i	CN(CC(=O)Nc1ccccc1Cl)C(=O)C1CCN(C(=O)c2ccc(F)cc2)CC1
i	CC(C)CNc1ncnc2[nH]ncc12
i	CCOc1ccccc1C(=O)N[C@H](C(=O)NNC(=O)c1cccs1)C(C)C
i	CCOC(=O)c1c(C)[nH]c(C)c1C(=O)COC(=O)COc1ccc(Cl)c(C)c1
